# CHRM1 antagonist: blocks human M1 muscarinic receptor. P11229. inhibition, % at 3 µM. 360,000 compounds, 1.3% hits. CHO-K1 hM1, Fluo-8 calcium fluorescence, ACh EC80 antagonist;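 active = percent inhibition above its own plate's cutoff, namely the mean of that plate's compound wells plus 3 SD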;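 also: peak over basal fluorescence ratio during 140 s after agonist addition; 0% = ACh EC80 plus DMSO and 100% = DMSO alone without agonist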
# Target sequence (P11229 whole entry, looked up): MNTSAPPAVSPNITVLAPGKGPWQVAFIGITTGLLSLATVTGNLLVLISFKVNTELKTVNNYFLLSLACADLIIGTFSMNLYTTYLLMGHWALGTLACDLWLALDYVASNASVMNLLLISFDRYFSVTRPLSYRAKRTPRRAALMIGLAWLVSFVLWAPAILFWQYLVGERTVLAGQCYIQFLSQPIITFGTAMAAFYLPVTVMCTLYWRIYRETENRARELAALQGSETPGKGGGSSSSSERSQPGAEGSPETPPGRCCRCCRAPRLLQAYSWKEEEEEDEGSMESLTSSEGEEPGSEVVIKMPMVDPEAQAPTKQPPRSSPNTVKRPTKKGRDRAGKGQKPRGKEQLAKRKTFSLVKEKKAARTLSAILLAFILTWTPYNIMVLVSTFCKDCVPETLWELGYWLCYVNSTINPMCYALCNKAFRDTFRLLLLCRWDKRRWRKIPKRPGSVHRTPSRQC
# TAAR1 antag: antagonists of human TAAR1; Q96RJ0; CHO RD-HGA16 TAAR1, Fluo-8 calcium fluorescence, antagonist; inhibition, % at 3 µM; 360,000 compounds, 1.5% hits; AID 624466;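 active = inhibition above a per-plate cutoff, the mean inhibition of test compounds on that plate plus 3 SD, cut at about 49% in these data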;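 also: 0% = DMSO plus EC80 beta-PEA response and 100% = DMSO alone without agonist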
# Target sequence (Q96RJ0 whole entry, looked up): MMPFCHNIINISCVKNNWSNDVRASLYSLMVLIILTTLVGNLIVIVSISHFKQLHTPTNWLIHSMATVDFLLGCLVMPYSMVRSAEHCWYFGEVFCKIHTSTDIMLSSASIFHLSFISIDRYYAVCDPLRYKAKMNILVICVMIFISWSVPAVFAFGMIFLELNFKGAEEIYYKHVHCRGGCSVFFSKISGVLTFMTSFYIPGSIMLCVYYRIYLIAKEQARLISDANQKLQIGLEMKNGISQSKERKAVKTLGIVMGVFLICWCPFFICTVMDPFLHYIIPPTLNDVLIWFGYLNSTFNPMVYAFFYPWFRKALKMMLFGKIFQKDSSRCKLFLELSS
#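 Assay system: RD-HGA16 CHO cells with stable hTAAR1 and Gα16 / Reagent: EC80 β-phenethylamine stimulus / Doses: 3 µM, single point / Timing: dye loading 75 min at 37 °C, then 30 min room temperature / Measured by: Fluo-8 intracellular calcium dye fluorescence, real-time kinetic reads / Controls: vehicle wells and EC80 agonist wells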
# CHO-K1 Ca PAM: M1 PAM counterscreen hit in parental CHO-K1 cells. activation, % at 3 µM. ATP EC20, Fluo-8 calcium fluorescence; 0% at ATP EC20, 100% at ATP max. 360,000 compounds, 0.02% hits;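 active = activation above the run cutoff, the mean activation of all test compounds plus 3 SD, cut at about 40% in these data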;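 also: peak over basal fluorescence ratio in a 140 s read after ATP addition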
# M1 ag: activates human CHRM1 receptor; P11229; 360,000 compounds, 0.33% hits; AID 588814; CHO-K1 hM1, Fluo-8 calcium fluorescence, agonist mode; 0% DMSO, 100% acetylcholine EC100; activation, % at 3 µM;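 active = activation above the run's mean compound activation plus 3 SD, cut at about 16% in these data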;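 also: peak over basal fluorescence ratio within a 140 s kinetic read after compound addition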
# TAAR1 agonist: human TAAR1 agonism; Q96RJ0; CHO RD-HGA16 TAAR1, Fluo-8 calcium fluorescence; vehicle wells 0%, saturating PEA agonist 100%; activation, % at 3 µM; 360,000 compounds, 0.99% hits; AID 624467;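 active = activation above the mean activation of all test compounds in the run plus 3 SD, cut at about 38% in these data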
#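 Repeats: no replicates (n 1) | Material: CHO-derived RD-HGA16 cells with stable Gα16 and human TAAR1 | Technique: Kinetic Fluo-8 calcium fluorescence | Schedule: 17-24 h seeding, 75 min 37 °C dye, 30 min RT | Evaluation: % activation from peak over basal fluorescence ratio, DMSO-to-PEA scaled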
# CHO-K1 Ca antag: counter-screen for M1 antagonists: effect in parental CHO-K1 cells. inhibition, % at 3 µM. 360,000 compounds, 0.6% hits. ATP-induced calcium, Fluo-8 fluorescence;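 active = inhibition above a per-plate cutoff, the plate's mean sample inhibition plus 3 SD, cut at about 24% in these data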;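 also: 0% = DMSO plus EC80 ATP and 100% = DMSO alone without ATP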
# M1 ag parental: M1 agonist counterscreen hit in parental CHO-K1 cells; Fluo-8 calcium fluorescence; scaled to maximal ATP response, vehicle zero; activation, % at 3 µM; 360,000 compounds, 0.48% hits; in the data active = activation above about 15%;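 also: untransfected CHO-K1 host cells lacking M1 receptor as counterscreen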
# CHO parental Ca: signal in parental CHO cells, OX1R antagonist counter-screen | parental CHO-K1, ATP-induced calcium, Fluo-8 fluorescence | inhibition, % at 5.6 µM | 330,000 compounds, 0.63% hits | AID 463079;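 active = inhibition above that plate's mean sample inhibition plus 3 SD, cut at about 26% in these data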;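 also: 0% = ATP-challenged DMSO wells and 100% = DMSO wells without ATP; some compounds past the cut are filed as inactive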
#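 Test system: parental CHO cells; detection: calcium-sensitive Fluo-8 fluorescence; evaluation: percent inhibition of calcium signal; also added: ATP as calcium-mobilizing challenge; repeats: one well per compound; control set: ATP-challenged DMSO wells low, unchallenged DMSO wells high; compound: single nominal dose of 5.6 µM per compound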
# CHRM1 PAM: positive allosteric modulators of human M1 muscarinic receptor; CHO-K1 hM1, Fluo-8 calcium fluorescence, ACh EC20; 0% = ACh EC20, 100% = maximal ACh; activation, % at 3 µM; 360,000 compounds, 0.088% hits; AID 588819; in the data active = activation above about 19%, passing the limit was not always enough
# Starred values were filed as active, the others as inactive; · = no result given.
SMILES,CHRM1 antagonist,TAAR1 antag,CHO-K1 Ca PAM,M1 ag,TAAR1 agonist,CHO-K1 Ca antag,M1 ag parental,CHO parental Ca,CHRM1 PAM
O=C(OCCCN=C1NS(=O)(=O)c2ccccc21)c1ccc(F)cc1,0,15,9,-4,1,-2,0.7,-13,2
Nc1nc(-c2ccc(Br)s2)c(Br)s1,-16,-9,9,-3,3,-12,-0.1,-4,9
COCC(=O)Nc1c(I)c(C(=O)NCC(O)CO)c(I)c(C(=O)N(C)CC(O)CO)c1I (stereo not given),-22,3,-6,-3,0,-11,-0.2,-3,-2
CCOC(=O)N1CCN(Cc2nc(-c3cccs3)no2)CC1,-19,-34,21,-4,2,-10,0.3,8,12
CCOc1ccc(C(=O)c2cc3ccc(O)cc3oc2=O)cc1,-8,1,14,-1,6,-14,0.1,-10,6
N=c1c2c(n(Cc3cccc(Cl)c3)c3c1CCC3)CCCC2,11,-9,9,-9,0,-8,-0.1,1,-11
COc1cc(NC(=O)c2ccccc2)c(OC)cc1NC(=O)Cc1ccc(C)cc1,-7,-9,-10,-6,-2,-6,0.6,-12,4
Cc1cccc(NC(=O)CN(C)C(C)C(=O)Nc2ccc(S(=O)(=O)N3CCCC3)cc2)c1C (stereo not given),-9,-32,23,-5,4,0,3.1,·,4
COc1ccc(CNC(=O)COC(=O)C(CCSC)N2C(=O)c3ccccc3C2=O)cc1 (stereo not given),-4,2,-6,-2,10,-7,2.9,-29,7
Cc1nnc(SCC(=O)NC(C)(C)C)n1CCc1ccccc1,4,-5,3,0,13,5,-0.5,-3,4
Cc1cc(C)n(C2CC(=O)N(c3cc(Cl)cc(Cl)c3)C2=O)n1 (stereo not given),12,11,12,-3,-1,0,4.5,-10,-6
Cc1ccc(SCC(=O)Nc2ccc3c(c2)C(=O)NC3=O)cc1,13,12,-15,0,13,3,6.7,22,-19
Cc1cccc(C(=O)NCC(=O)OCC(=O)N(C)CC(=O)Nc2ccc(F)cc2)c1,-15,-1,11,-3,1,-3,0.4,-5,10
CC(C)COc1ccc(C/C(N)=N/n2cnnc2)cc1,-1,6,10,-5,0,3,2.3,-2,1
O=C(Cn1cnc2ccccc2c1=O)Nc1ccc(-c2nnc3n2CCCCC3)cc1,-1,4,20,-4,4,1,0.0,-8,6
O=C(c1ccccc1NS(=O)(=O)c1ccc2c(c1)OCCO2)N1CCOCC1,-7,-15,-4,-5,2,-17,0.2,-7,-7
COc1ccc(-n2cc(CN3CCCC3)c(-c3cccc(F)c3)n2)cc1,15,-7,-11,-6,4,10,-0.2,-5,-1
Cc1nn(C(C)CC(=O)O)c(C)c1C (stereo not given),-8,7,14,-2,1,-19,0.7,-8,6
Cc1cccc(NC(=S)N2CCC(C(=O)c3ccc(F)cc3)CC2)c1,-9,-16,12,0,1,-6,3.0,·,5
CCOC(=O)c1c(C)[nH]c(C)c1C(=O)COC(=O)CCOc1ccccc1OC,1,-11,15,-2,5,-5,1.2,-12,-2
O=C(O)c1cccc2c1C(=O)c1cc(Br)ccc1S2(=O)=O,-1,-6,3,-4,11,-14,0.4,0,8
CCc1ccc(N2CC(C(=O)Nc3ccc(S(=O)(=O)N4CCOCC4)cc3)CC2=O)cc1 (stereo not given),2,9,1,-3,0,1,-0.4,3,5
O=C(O)c1ccc(C=NNC(=O)c2cccc3ccccc23)cc1,-13,-18,6,-4,3,-11,0.5,·,6
CN1CCN(CCc2nc3cc(NC(=O)c4ccco4)ccc3n2C)CC1,-11,-14,15,-3,6,-16,0.4,-9,11
Cc1cc(OCCN2CCN(S(=O)(=O)c3ccccc3F)CC2)ccc1C(C)C,3,-3,14,1,8,-13,0.4,-17,-3

# Ordered by molar mass (falling): some entries from above
SMILES,CHRM1 antagonist,TAAR1 antag,CHO-K1 Ca PAM,M1 ag,TAAR1 agonist,CHO-K1 Ca antag,M1 ag parental,CHO parental Ca,CHRM1 PAM
COc1ccc(CNC(=O)COC(=O)C(CCSC)N2C(=O)c3ccccc3C2=O)cc1 (stereo not given),-4,2,-6,-2,10,-7,2.9,-29,7
Cc1cccc(C(=O)NCC(=O)OCC(=O)N(C)CC(=O)Nc2ccc(F)cc2)c1,-15,-1,11,-3,1,-3,0.4,-5,10
COc1cc(NC(=O)c2ccccc2)c(OC)cc1NC(=O)Cc1ccc(C)cc1,-7,-9,-10,-6,-2,-6,0.6,-12,4
CN1CCN(CCc2nc3cc(NC(=O)c4ccco4)ccc3n2C)CC1,-11,-14,15,-3,6,-16,0.4,-9,11
COc1ccc(-n2cc(CN3CCCC3)c(-c3cccc(F)c3)n2)cc1,15,-7,-11,-6,4,10,-0.2,-5,-1
Cc1ccc(SCC(=O)Nc2ccc3c(c2)C(=O)NC3=O)cc1,13,12,-15,0,13,3,6.7,22,-19
O=C(O)c1ccc(C=NNC(=O)c2cccc3ccccc23)cc1,-13,-18,6,-4,3,-11,0.5,·,6
CCOc1ccc(C(=O)c2cc3ccc(O)cc3oc2=O)cc1,-8,1,14,-1,6,-14,0.1,-10,6
Cc1nn(C(C)CC(=O)O)c(C)c1C (stereo not given),-8,7,14,-2,1,-19,0.7,-8,6

# The list continues:
SMILES,CHRM1 antagonist,TAAR1 antag,CHO-K1 Ca PAM,M1 ag,TAAR1 agonist,CHO-K1 Ca antag,M1 ag parental,CHO parental Ca,CHRM1 PAM
Cc1ccc(NC(=O)CNCc2ccc(Cl)cc2Cl)cc1S(=O)(=O)N(C)C,-3,-8,-2,-2,7,-12,2.7,0,2
CC(C)CC(NC(=O)C(NC(=O)C1CCC(=O)N1C(=O)OCc1ccccc1)C(C)C)C(=O)N1CCCC1C(N)=O (stereo not given),-22,-22,4,-4,8,-13,0.4,-8,16
Cc1ccc(C)c(OCc2cc(C(=O)N(C)Cc3nccs3)no2)c1,8,-9,-10,-6,-1,-16,3.8,-20,-7
CCC(=O)c1ccc(OCC(O)CNC2CCCC2)cc1 (stereo not given),-8,1,10,-8,-1,-3,0.4,-8,3
O=C(Cn1cnc2c(cnn2-c2ccccc2Cl)c1=O)N1CCc2ccccc21,-5,-8,17,-5,13,-19,-0.1,-12,4
CSc1cc(SC)ncn1,-8,-8,3,-1,0,-7,0.7,·,6
CCN(CC)S(=O)(=O)c1ccc(N2CCOCC2)c(NC(=O)CNCCc2ccccc2)c1,-7,-22,-12,-4,24,5,-0.3,-20,5
Cc1cccn2c(=O)c(/C=C(\C#N)C(=O)NC3CCS(=O)(=O)C3)c(N3CC(C)OC(C)C3)nc12 (stereo not given),-20,-7,12,-2,16,-11,0.5,-10,7
O=C(CCC1CCCC1)N=C1SC2CS(=O)(=O)CC2N1Cc1ccccc1 (stereo not given),-11,-29,3,-1,4,9,1.1,-7,8
COCCNC(=O)c1ccc(C2SCC(=O)N2Cc2ccco2)cc1 (stereo not given),-1,-2,27,-9,3,-7,0.2,8,0
CCOC(=O)c1ccc(Oc2nc(SC)nc(N(C)C)n2)cc1,1,18,-3,-4,5,5,0.2,-23,-2
CC(C)Cn1cnc2c(c1=N)C(c1ccccc1)C1=C(CC(C)(C)CC1=O)O2 (stereo not given),-10,-18,11,-4,-3,-9,-0.2,-38,4
Cc1nn(Cc2c(F)c(F)c(F)c(F)c2F)c(C)c1NC(=O)c1cccc(COc2ccccc2Cl)c1,3,-5,12,-5,3,-2,-0.3,-23,-5
COc1ccc(CC(=O)N2CCc3ccccc3C2)cc1,-20,-9,-2,-5,0,0,0.3,·,16
CN(CC(=O)Nc1ccccc1C(F)(F)F)C(=O)C1CCN(C(=O)c2ccc(Cl)cc2)CC1,-20,12,-10,-3,0,1,0.2,-29,16
CCCc1[nH]nc2c1C(c1ccc(OCCN3CCOCC3)c(OCC)c1)C(C#N)=C(N)O2 (stereo not given),-9,-3,15,-5,1,-16,0.4,6,8
Cc1cc(Nc2ccc(F)cc2C)n2nc(C)nc2n1,-13,2,6,-4,-1,0,-0.4,-9,4
COc1ccc(C(=O)NC2CCN(C(=S)Nc3cccc(C)c3C)CC2)cc1,-3,-17,13,-5,0,-6,0.8,-15,4
Cn1cc(S(=O)(=O)Nc2ccc(F)cc2F)c(=O)n(C)c1=O,-11,-28,-8,7,4,0,0.0,3,15
COc1ccc(N(Cc2cc3ccccc3[nH]c2=O)S(C)(=O)=O)cc1,-7,5,15,1,1,-5,1.5,-16,4
CC(C)C(=O)Nc1ccc(C(=O)Nc2ccc(S(=O)(=O)N3CCOCC3)cc2)cc1,-21,·,15,-1,·,-3,0.5,-12,11
O=C(Nn1cnnc1)c1cc(-c2ccccn2)nc2ccccc12,2,-9,7,-2,-3,-7,0.3,-1,4
O=c1[nH]c2ccsc2c(=O)n1-c1ccc(F)cc1,1,-8,16,-6,1,-8,0.6,-1,4
O=C(NN1C(=O)CSC1=S)c1cccnc1,-3,0,3,5,7,6,5.4,0,9
COC(=O)[C@]1(Cc2ccccc2)N[C@H](CN(C)C(=O)Nc2ccc(F)cc2)[C@@H]2C(=O)N(Cc3ccccc3)C(=O)[C@@H]21,-18,-12,8,-6,4,-1,0.4,-24,8

# Additional structures follow.
SMILES,CHRM1 antagonist,TAAR1 antag,CHO-K1 Ca PAM,M1 ag,TAAR1 agonist,CHO-K1 Ca antag,M1 ag parental,CHO parental Ca,CHRM1 PAM
CS(=O)(=O)c1ccc(NC(=O)C2CCCN(C(=O)c3ccc(Cl)cc3)C2)cc1 (stereo not given),1,-10,4,2,2,17,1.4,-5,9
Cc1ccc(S(=O)(=O)N2[C@@H](c3cccc(Cl)c3)C(C(=O)O)=CC[C@H]2c2cccc(Cl)c2)cc1,-1,-5,5,-1,3,1,-0.1,-8,4
CC1CCc2c(sc3ncn(CC(=O)N=Nc4c(O)[nH]c5ccccc45)c(=O)c23)C1 (stereo not given),-12,-34,23,0,4,-12,-0.1,-16,19
CC(C)(C)c1ccc(C(=O)OCCNC(=O)c2c(Cl)nc3ccccn23)cc1,21,73*,6,-1,26,10,3.5,-26,-5
Cc1ccc(NC(=O)C2CCCN(S(=O)(=O)c3ccc4[nH]c(=O)ccc4c3)C2)cc1C (stereo not given),-2,4,3,-1,3,1,0.9,-14,13
COC(=O)CCCC(=O)N1CCCC(CNS(=O)(=O)c2ccc(OC)cc2)C1 (stereo not given),-10,1,25,-3,14,-18,1.3,-4,11

# Screening data deposited in PubChem by The Scripps Research Institute Molecular Screening Center.
